Screens from PubChem BioAssay.
Dicer inh: blocks human Dicer maturation of pre-miR-21 | z-score at 25 µM | cat-ELCCA pre-miR-21 Dicer processing, chemiluminescence; stronger effect = higher value | Q9UPY3 | 47,000 compounds, 6% hits; in the data active means z-score above about 3, passing the limit was not always enough;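 further: plate controls were vehicle for no effect and no enzyme for full effect; higher signal means more uncleaved substrate so more Dicer inhibition; strong numbers were not always called active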
Starred values were filed as active, the others as inactive. Some of the compounds tested; count on the stated rates, not on these rows.

SMILES | Dicer inh
Cc1cc(C)c(N2CC(=O)NCC2=O)c(C)c1 | 0.58
CCN(C(=O)c1cnc(Oc2ccccc2)cc1C(F)(F)F)c1ccc(Cl)cc1 | -1.8
CCOC(=O)C(NC(=O)c1cccc(C)c1)(Nc1cc(C)ccn1)C(F)(F)F (configuration not stated) | -1.8
Cn1c(=O)c2c(ncn2CC(=O)N2CCCC2)n(C)c1=O | -0.45
CC(=O)c1c(O)ccc2c(C)cc(=O)oc12 | -0.17
CCCOc1ccc(C2c3c(oc4ccccc4c3=O)C(=O)N2c2ccc(C)cn2)cc1 (configuration not stated) | 2.5
Cc1ccc(C(=O)CNC2=NCCC2)cc1 | -0.13
Cc1c(C)c(C)c(S(=O)(=O)NCCCN2CCCCC2C)c(C)c1C (configuration not stated) | 2.5
Nc1ccc(Nc2ccc(N)cc2S(=O)(=O)O)cc1 | 44*
Cc1nc(COc2ccccc2)[nH]c(=O)c1Cl | 0.66
CC(C)=N/N=C1/N=C(c2ccc(Cl)cc2)CS1 | 5.2*
CC(O)[C@H](NC(=O)OC(C)(C)C)C(=O)O (some centres not stated) | -0.68
COc1ccc(NC(=O)Nc2nc(-c3ccc(C)c(Cl)c3)c(C)s2)cc1OC1CCCC1 | 0.44
c1ccc2c(c1)N1CC3(CCCCC3)CNC1C21OCCO1 (configuration not stated) | -4.9
O=C1CC(NC2CCN(c3ccc(Cl)nn3)CC2)C(=O)N1c1ccc(F)cc1 (configuration not stated) | 0.4
Cc1ccc(-c2nnnn2-c2ccccc2C(F)(F)F)cc1 | -0.51
O=C(CSc1n[nH]c(-c2ccncc2)n1)c1c[nH]c2ccccc12 | 1.1
Cn1nnnc1SCCNCc1cccc(OCc2ccccc2F)c1 | 0.78
O=C(c1cccc([N+](=O)[O-])c1)c1cc2cc(Br)cc(Br)c2o1 | 0.51
CC1(C)CC(=O)C2=C(C1)Nc1nc(C(F)(F)F)nn1C2c1ccccc1 (configuration not stated) | 0.39
O=[N+]([O-])c1ccc(C2=CN(c3ccc(Cl)cc3)C(O)=CO2)cc1 | -0.55
CCc1ccc(CNc2nc3ccccc3n2C)cc1 | 3.4*
C#CC(C)(C)NC(=O)c1ccc(-c2ccccc2F)cc1 | -1.1
CCOC(=O)/C(C#N)=C/C=C(/c1ccc(Cl)cc1)N1CCOCC1 | 0.23
COC(=O)c1ccccc1NC(=O)/C(C#N)=C\c1cc(Cl)cc(Cl)c1 | -1.8
CC(C)c1ccc(C2CC(=O)Oc3c2c(=O)n(C)c2ccccc32)cc1 (configuration not stated) | 0.25
Cc1ccc(OCc2nc(C#N)c(NCCCN(C)C)o2)cc1 | 2.2
FC(F)(F)c1cc2[nH]c(=S)[nH]c2cc1Cl | 0.12
O=C1CC(C(=O)Nc2ccc(F)cc2)SC(=Nc2ccccc2)N1 (configuration not stated) | 1.8
COc1ccccc1N1CCN(CCN(C(=O)C2CCCCC2)c2ccccn2)CC1 | -4.8
Cc1cc(N2C(=O)CC(C)CC2=O)no1 | 0.09
CCCn1c(NCc2nc3ccccc3n2C)nc2ccccc21 | 0.58
Cc1nc2nc(C)c(Cc3ccccc3C)c(=O)n2[nH]1 | -0.58
OCCNc1ncnc2ccccc12 | 0.02
CC1CCN(CC(C)OC(=O)C2COc3ccccc3O2)CC1 (configuration not stated) | 0.56
O=C1c2ccccc2C(=O)N1Cc1cccnc1 | -0.5
O=C(Cn1c(C(=O)c2ccccc2)nc2ccccc21)c1ccccc1 | 2.1
CC(C)N1CC23C=CC(O2)C(C(=O)OCc2ccccc2)C3C1=O (configuration not stated) | -0.84
O=C(NNc1ccccc1)Nc1cc(Cl)sc1Cl | 0.56
O=c1c(-c2ccccc2)c(O)c2cccc3c4ccccc4n1c23 | -1.6

By substructure: those above with an NH in an aromatic ring.
SMILES | Dicer inh
Cc1nc(COc2ccccc2)[nH]c(=O)c1Cl | 0.66
O=C(CSc1n[nH]c(-c2ccncc2)n1)c1c[nH]c2ccccc12 | 1.1
FC(F)(F)c1cc2[nH]c(=S)[nH]c2cc1Cl | 0.12
Cc1nc2nc(C)c(Cc3ccccc3C)c(=O)n2[nH]1 | -0.58

Pulled by structure from above (seven):
SMILES | Dicer inh
Cc1cc(N2C(=O)CC(C)CC2=O)no1 | 0.09
CCc1ccc(CNc2nc3ccccc3n2C)cc1 | 3.4*
COc1ccccc1N1CCN(CCN(C(=O)C2CCCCC2)c2ccccn2)CC1 | -4.8
CCOC(=O)/C(C#N)=C/C=C(/c1ccc(Cl)cc1)N1CCOCC1 | 0.23
O=[N+]([O-])c1ccc(C2=CN(c3ccc(Cl)cc3)C(O)=CO2)cc1 | -0.55
O=c1c(-c2ccccc2)c(O)c2cccc3c4ccccc4n1c23 | -1.6
O=C1CC(C(=O)Nc2ccc(F)cc2)SC(=Nc2ccccc2)N1 (configuration not stated) | 1.8

More results follow.
SMILES | Dicer inh
O=C(CC1SCCNC1=O)Nc1ccc2c(c1)OCO2 (configuration not stated) | -0.95
O=C(O)C1CCCN1S(=O)(=O)c1cccc2nsnc12 (configuration not stated) | 0.3
CCOC(=O)c1cc2c(ccc3ccccc32)o1 | 14
Cc1nc2ccc(NC(=O)c3ccccc3Cl)cc2o1 | 0.05
Cc1ccc2c(c1)C(=O)OC(C(=O)Nc1nccs1)C2 (configuration not stated) | -2.7
COc1ccc2c(c1)nnc1nnc(SCC(=O)O)n12 | -0.99
CC(C(=O)NNC(=O)C1CC1)n1nnc(-c2cc(C(F)(F)F)cc(C(F)(F)F)c2)n1 (configuration not stated) | -5.9
CCSc1nc2c(c(=O)[nH]c(=O)n2C)n1CC(O)COc1ccc(Cl)cc1 (configuration not stated) | -0.15
O=C(OCCN1CCOCC1)C1c2ccccc2Oc2ccccc21 | -0.77
O=C(N/N=C/c1c(F)cccc1Cl)c1cccn1-c1ccc(F)cc1 | 0.34
CCOC(=O)c1c[nH]c2ccc(OC(F)(F)F)cc2c1=O | -0.14
COc1ccc(S(=O)(=O)N2CCNC(=O)CC2)cc1 | 0.42
COc1ccc(-c2cnc3c(-c4ccc(OC)c(OC)c4)cnn3c2N)cc1OC | 3
O=c1c(-c2ccccc2)c(O)nc2ccccn12 | 13
O=C(NNC(=O)c1ccccc1)NC(=O)c1ccccc1Cl | -1.4
CCOC(=O)c1c(Cl)cc(C)cc1N1CCCC1 | 8.8
CC(=O)[C@@]12OC(C)(c3ccccc3)O[C@@H]1C[C@H]1[C@@H]3CCC4=CC(=O)CC[C@]4(C)[C@H]3CC[C@@]12C (some centres not stated) | -0.12
O=C(Nc1nc2ccccc2s1)c1cc(Br)ccc1Cl | 0.28
S=c1[nH]nc(Nc2ccc(Br)cc2Cl)s1 | 1.1
O=C(NC1CCCCC1)C1COc2ccccc2O1 (configuration not stated) | 1.7
CCC(CC)C(=O)Nc1c(C)n(C)n(-c2ccccc2)c1=O | 0.63
COCc1cc(C)nc2sc(C(=O)N3CCOCC3)c(N)c12 | 2.7
CCS(=O)(=O)c1nc2ccccc2n1CCOc1ccc(Cl)cc1 | -0.5
c1ccc(-c2csc(-c3ccc(-c4ccccn4)s3)n2)cc1 | 1.8
Cc1cccn2cc(CSc3cccc4cccnc34)nc12 | -1.1
CC(=O)c1nnn(-c2cccc(Cl)c2Cl)c1C | 1.3
O=C(NCc1cccnc1)c1cnc2ccccc2n1 | 0.67
CCOC(=O)COc1nc(-c2ccccc2)cc(-c2ccco2)c1C#N | -0.71
CCc1ccccc1NNC(=O)CCc1ccccc1 | -0.71
O=C(O)c1cc(-c2cc(C(=O)O)c3ccccc3n2)nc2ccccc12 | 0.45
CN1CCN(c2c3c(c(C#N)c4nc5ccccc5n24)CCC3)CC1 | -0.21
Cc1cc(C)cc(NC(=O)Nc2cc(-c3ccccc3)nn2C)c1 | 1.5
CSc1cccc(Nc2nc(C(C)(C)C)cs2)c1 | -4
COc1cc2c(cc1OC)C(C)N(Cc1sc3ccccc3c1C)CC2 (configuration not stated) | 0.94
N#Cc1c(Nc2ccccc2)s[nH]c1=O | -1.4
CC(C)(C)NC(=O)c1cnn2c1NC(c1ccc(F)cc1)CC2C(F)(F)F (configuration not stated) | 1.6
CCOC(=O)C1=C(C)OC(N)=C(C#N)C1c1ccc(Cl)cc1 (configuration not stated) | -2.7
O=C(OCc1cn(-c2cccc(Cl)c2Cl)nn1)c1c(F)cccc1F | -1.9
COc1cc(C2C(C#N)=C(N)Oc3n[nH]c(C)c32)cc(Br)c1OCc1ccc(F)cc1 (configuration not stated) | -6.8
Nc1cc(S(=O)(=O)O)c(N)c2c1C(=O)c1ccccc1C2=O | 0.33
CN(C)S(=O)(=O)Oc1ccc(-c2noc(-c3ccc(Oc4cc(Cl)cc(Cl)c4)o3)n2)cc1 | -0.42
O=C(COc1ccc2oc3c(c2c1)CCCC3)Nc1cccc(Br)c1 | 2.4
CCOC(=O)c1c(N)oc2c(-c3ccc(CC)cc3)c3c(C(=O)OCC)c(N)oc3cc12 | 0.57
COc1cc(C)c(Cl)cc1S(=O)(=O)n1ccnc1 | -0.35
COc1ccc(Oc2coc3cc(OC(C)C(=O)OC4CCCCC4)ccc3c2=O)cc1 (configuration not stated) | -0.49
Cc1cc2c(cc1C)CSC(/C=C/c1ccccc1)SC2 | -0.65
CCOc1ccc(S(=O)(=O)N2CCCCC2)cc1-c1nc2c(C(C)(C)C)nn(C)c2c(=O)[nH]1 | 0.62
COc1ccc(C2C3C(=O)N(c4ccc(F)cc4)C(=O)C3ON2c2ccccc2)cc1 (configuration not stated) | 0.49
O=C(NC12CC3CC(CC(C3)C1)C2)c1ccccc1 | 0.3
O=C(/C=C/Sc1nc2ccccc2o1)c1ccccc1 | -1.4
CN(C)c1ccc(C2Nc3ccccc3NC3=C2C(=O)CC(C)(C)C3)cc1 (configuration not stated) | -0.37
CCOC(=O)c1c(SC)nc2c(Cl)cccc2c1Sc1c(Cl)cccc1Cl | 77
CCOC(=O)N1CCN(S(=O)(=O)c2ccc(F)cc2)CC1 | 2.1
Clc1ccc(CSc2ncn[nH]2)cc1 | -0.61
CCOC(=O)Cc1csc(NC(=O)Nc2cccc(Cl)c2)n1 | 0.42
COC(=O)C1=C(C)NC2=C(C(=O)c3ccccc32)C1c1ccc(OCc2ccccc2F)c(OC)c1 (configuration not stated) | -2.1
CN(C)S(=O)(=O)N(CC(=O)NCC1CCCO1)c1ccccc1 (configuration not stated) | -0.79
CCOC(=O)c1nnn(-c2nonc2N)c1-c1ccc(OC)cc1 | -0.03
CC1CCN(S(=O)(=O)c2cccc(-c3cn4cc(Cl)ccc4n3)c2)CC1 | -0.72
Cc1ccc(/C(O)=C2\C(=O)C(=O)N(CCN3CCOCC3)C2c2cccnc2)cc1 (configuration not stated) | 0.8
The list goes on:
SMILES | Dicer inh
CCC(C)NC(=O)c1nn2c(c1Cl)NC(c1ccc(C)cc1)CC2C(F)(F)F (configuration not stated) | -0.15
CCCCc1ccc(-n2c(-c3ccc(F)cc3)coc2=O)cc1 | 9.2*
Cc1ccccc1/C=N/N=C/c1ccccc1C | 1.2
CCOC(=O)c1ccc(NC(=S)N/N=C/c2ccccc2Cl)cc1 | 9.9
Cc1ccc(C)c(COc2c(-c3ccccc3)c(=O)n3c4c(cc(C)cc24)CCC3)c1 | -7.8
COc1ccc(NC(=O)c2sc3nc4c(cc3c2N)C(=O)CCC4)cc1 | -1.7
COC(=O)C1=C(C)NC2=C(C(=O)CC(C)(C)C2)C1c1ccccc1F (configuration not stated) | -1.2
O=C(Cn1cnc2sc3c(c2c1=O)CCCC3)NCC(=O)N1CCN(c2ccc(F)cc2)CC1 | 11
S=c1[nH]nc(-c2ccncc2)n1/N=C/c1cn(-c2ccccc2)nc1-c1ccccc1 | -0.67
CCOc1ccc(OCC)c(S(=O)(=O)n2ccnc2)c1 | -0.13
Cc1onc(-c2c(Cl)cccc2Cl)c1NC(=O)NC(=O)C12CC3CC(CC(C3)C1)C2 | 0.74
CCc1ccc(CNc2nc3ccccc3n2CCN(CC)CC)cc1 | 3.3*
O=C(Nc1ncc([N+](=O)[O-])s1)c1cccnc1 | -0.35
COc1ccc(OC)c(C(=O)CC2(O)C(=O)Nc3ccc(Cl)cc32)c1 (configuration not stated) | 2.4
CC(C)(C)NC(=O)Oc1noc2cc(Cl)ccc12 | 0.03
O=C(CCc1ccccc1)Nc1nc2n(n1)C(c1ccc(F)cc1)C=C(c1ccccc1)N2 (configuration not stated) | 1.1
CCCn1c(NCc2cccc(Br)c2)nc2ccccc21 | 1.3
N/C(=N\O)c1cc(C(F)(F)F)cc(C(F)(F)F)c1 | -0.11
Nc1cccc2c(S(=O)(=O)N3CCCCC3)cccc12 | -1.6
Cc1oc2ccc(OCC(=O)OC(C)(C)C)cc2c1C(=O)OC(C)C | -0.82

Part of the list above in order of molar mass, smallest number first.
SMILES | Dicer inh
CCc1ccccc1NNC(=O)CCc1ccccc1 | -0.71
CCOC(=O)N1CCN(S(=O)(=O)c2ccc(F)cc2)CC1 | 2.1
Cc1c(C)c(C)c(S(=O)(=O)NCCCN2CCCCC2C)c(C)c1C (configuration not stated) | 2.5

Following part:
SMILES | Dicer inh
OC(c1cccc(C(F)(F)F)c1)c1cccc(C(F)(F)F)c1 | 0.45
O=[N+]([O-])c1cc(C(F)(F)F)ccc1Oc1ccc(-c2ncon2)cc1 | -0.49
Nc1cccc(-c2nnc(-c3cccc(N)c3)o2)c1 | 1.2
Cc1ccc(SCc2ccccc2-c2nc3ccccc3[nH]2)cc1 | -1.4
N=C(N)SCc1ccc(Cl)c(Cl)c1 | -2
COc1ccccc1C1=NOC(Cn2c(=O)c3c(ncn3C)n(C)c2=O)C1 (configuration not stated) | -0.41
O=C(CC1Sc2ccccc2NC1=O)Nc1ccc(F)c(Cl)c1 (configuration not stated) | 1.1
COc1ccc(CNCc2cc(Br)ccc2OC)cc1 | 2.2
CCN(CC)S(=O)(=O)c1ccc(Br)c2nsnc12 | 4.6
Cc1cc(C(=O)N2CCN(c3ccc(C(F)(F)F)cn3)CC2)c(C)o1 | -5.2
COc1ccc(Nc2nc(N)nc(CN3CCOCC3)n2)cc1 | -0.21
